HUVEC inhibit: human endothelial cell proliferation inhibition; viability, % at 10 µM (by protocol); actives 1.1% (n = 86,000); HUVEC proliferation, CellTiter-Glo luminescence, 72 h; active compounds read low;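 active means viability at or below 30%; inactive means viability above 30%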;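 further: 100% = median luminescence of DMSO-only cell control wells on each plate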
LYP act: LYP (human) phosphatase activation; Q9Y2R2; recombinant LYP, DiFMUP fluorescence; 0 = plate median, 100 = signal doubled; activation, % at 2 µM; actives 0.11% (n = 96,000); AID 697;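 active means activation at 2 µM above a set limit, the mean plus 5 SD, cut at about 37% in these data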
Fibroblast inh: blocks proliferation of human lung fibroblasts; LL 47 human lung fibroblast viability, ATP luminescence; active compounds read low; viability, % at 10 µM; actives 1.1% (n = 85,000); AID 719;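 active means viability at or below 50% in the single dose screen; inactive means viability above 50%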;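 further: compound exposure lasted 72 h before the ATP readout; 100% = median luminescence of untreated cell-only wells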
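Signal: luminescent ATP detection, CellTiter-Glo; assay system: LL 47 human lung fibroblasts; input: 1,150 cells/well; incubation: overnight cell rest, 72 h compound treatment at 37 °C; measure: % viability versus median cells-only luminescence; medium: IMEM growth medium with 15% fetal bovine serum; dosing: compound addition at 0.1% DMSO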
PostGolgi ctrl: yeast control strain growth, post-Golgi counter-screen; efflux-deficient yeast background strain, growth absorbance A615, 16 h; actives 5% (n = 98,000); inhibition, % at 10 µM; in the data active means inhibition above about 30%
S1P2 agonist: S1P2 (human) receptor agonism; S1P2-expressing cell line, agonist reporter read-out; actives 0.46% (n = 97,000); O95136; AID 729; activation, % at 4.5 µM; in the data active means activation above about 16%;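 further: 0% = vehicle low control and 100% = maximal reference agonist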
Target sequence (O95136 whole entry, looked up): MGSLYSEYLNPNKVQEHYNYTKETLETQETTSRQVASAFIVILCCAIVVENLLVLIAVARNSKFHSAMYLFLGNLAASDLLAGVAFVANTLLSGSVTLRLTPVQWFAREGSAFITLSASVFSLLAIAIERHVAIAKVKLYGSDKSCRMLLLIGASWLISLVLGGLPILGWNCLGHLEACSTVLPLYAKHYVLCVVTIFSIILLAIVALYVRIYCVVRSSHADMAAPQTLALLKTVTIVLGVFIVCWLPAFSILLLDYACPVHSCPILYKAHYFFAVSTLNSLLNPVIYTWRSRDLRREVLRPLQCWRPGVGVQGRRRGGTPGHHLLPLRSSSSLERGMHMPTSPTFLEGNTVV
H69AR growth 86K: growth inhibitors of human H69AR lung tumor cells; H69AR lung tumor viability, ATP luminescence, 72 h; active compounds read low; viability, % at 10 µM; actives 6% (n = 85,000); AID 598;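 active means viability at or below 40%; inactive means viability above 40%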;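 further: multidrug resistant small cell line overexpressing MRP-1 efflux transporter; 100% = mean luminescence of untreated control wells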
S1P2 blocker: S1P2 (human) receptor antagonism; O95136; cell-based S1P2 antagonist assay, inhibition at 5 uM; AID 736; inhibition, % at 5 µM; actives 0.21% (n = 97,000); in the data active means inhibition above about 45%;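 further: CRE beta-lactamase reporter cells expressing human S1P2 stimulated with S1P; 0% = agonist at EC80 alone and 100% = agonist plus reference antagonist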
sEH inhibitor: inhibitors of human soluble epoxide hydrolase; P34913; recombinant human sEH enzymatic activity assay; inhibition, % at 2 µM; actives 0.34% (n = 91,000); AID 707; in the data active means inhibition above about 80%; further: values of inactives mirror those of a sister screen read the other way; many of its hits are not listed in these tables
Target sequence (P34913 whole entry, looked up): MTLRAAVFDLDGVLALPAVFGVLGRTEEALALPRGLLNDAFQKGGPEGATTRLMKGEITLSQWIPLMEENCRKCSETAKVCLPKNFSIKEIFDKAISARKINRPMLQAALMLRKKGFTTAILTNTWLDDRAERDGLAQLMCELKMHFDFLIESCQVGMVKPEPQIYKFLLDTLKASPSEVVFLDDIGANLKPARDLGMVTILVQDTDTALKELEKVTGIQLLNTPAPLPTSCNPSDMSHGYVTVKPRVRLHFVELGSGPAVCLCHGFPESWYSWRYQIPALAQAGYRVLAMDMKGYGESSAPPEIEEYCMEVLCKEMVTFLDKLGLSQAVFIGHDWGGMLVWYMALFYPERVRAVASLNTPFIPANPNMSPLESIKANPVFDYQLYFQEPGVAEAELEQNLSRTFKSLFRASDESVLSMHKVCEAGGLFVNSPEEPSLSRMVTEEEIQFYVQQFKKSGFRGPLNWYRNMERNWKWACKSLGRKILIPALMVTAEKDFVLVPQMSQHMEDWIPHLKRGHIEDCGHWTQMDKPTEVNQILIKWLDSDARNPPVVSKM
sEH activator: activators of human soluble epoxide hydrolase. P34913. purified human sEH enzymatic activity, activator screen. activation, % at 2 µM. actives 0.04% (n = 91,000); in the data active means activation above about 37%; further: values of inactives mirror those of a sister screen read the other way
Numbers without * were called inactive; x = not tested or not shown. Only part of the results is shown; rates above refer to the full screens.

SMILES	HUVEC inhibit	LYP act	Fibroblast inh	PostGolgi ctrl	S1P2 agonist	H69AR growth 86K	S1P2 blocker	sEH inhibitor	sEH activator
O=C(CC(Cc1ccccc1)C(=O)O)NCCc1ccc2c(c1)OCO2 (configuration not stated)	96	-8	105	-4	-1	84	-34	-11	14
Cn1c(SCC(=O)N2CCCCC2)nc2cccnc21	85	-1	99	9	-2	92	22	3	-2
COc1cc2c(cc1NC(=S)Nc1ccccc1C)oc1ccccc12	83	8	86	-2	1	99	-9	2	-1
CCCCc1ccc(NC(=O)c2c(C)noc2C)cc1	85	-3	99	9	-5	100	1	-1	2
O=C1CCCc2c1[nH]c1ccc(CN3CCCCC3)cc21	111	2	98	-2	-2	85	23	11	-11
CCCC(C(=O)NCc1ccccc1)N(C(=O)Cn1nnc(-c2cccs2)n1)c1ccc2c(c1)OCCO2 (configuration not stated)	102	-2	84	x	-7	86	1	12	-6
Cc1nc(SCC(=O)c2cc3ccccc3oc2=O)c(C#N)c(C)c1C(=O)Nc1ccccc1	x	-21	x	1	-4	x	4	-3	0
CCCCN1C2CCCC1CC(NC(=O)N(C(C)C)C(C)C)C2 (configuration not stated)	105	2	103	x	-1	71	0	8	-8
CCN(CC)Cc1c(O)c(Cl)cc2c(C)c(C)c(=O)oc12	91	11	101	8	1	94	3	3	-1
CCCc1cc(-c2n[nH]c(=S)n2Cc2ccccc2)cs1	x	3	x	38*	2	x	-13	-17	19
CC(=O)c1cccc(NC(=O)c2nccnc2C(=O)O)c1	96	-5	97	17	-3	96	12	-3	0
CC(C(=O)Nc1ncc2c(n1)CC(C)(C)CC2=O)N1C(=O)c2ccccc2C1=O (configuration not stated)	94	-5	98	-4	1	102	-5	-15	13
CN1CCC(=NNC(=O)C(=O)NC2CCCCC2)CC1	91	4	104	-6	-6	91	-28	-8	6
N=c1c2c3c(sc2nc2n1CCCCC2)CCCC3	101	-7	102	x	-2	84	25	-1	0
CCn1c2ccccc2c2cc(NS(=O)(=O)c3ccccc3C)ccc21	x	17	x	23	-3	x	-5	-6	6
COC(=O)COc1ccc(S(=O)(=O)N2CCOCC2)cc1C	101	1	87	0	-7	84	-3	-16	15
COc1ccccc1CNC(=O)c1cc2sccc2n1C	85	x	97	29	x	90	x	x	x
CC(C)CCn1c(NCCN(C)C)nc2c1c(=O)[nH]c(=O)n2C	103	-3	97	9	-7	104	10	-19	18
O=C(c1ccc(Cl)c(F)c1F)N1CCCC1	97	-6	101	12	-5	95	-8	10	-9
Cc1ccc2nc(CSc3nnc(Cc4cccs4)n3C3CCCCC3)cc(=O)n2c1	103	0	103	39*	2	100	-16	x	x
Cc1ccc(S(=O)(=O)Cn2nnnc2C(CC(C)C)N2CCN(c3ccc(F)cc3)CC2)cc1 (configuration not stated)	98	-4	93	-2	-2	58	-12	1	-1
Cc1nc(C(F)(F)F)c(C(=O)NC(=O)Nc2ccccc2)s1	x	7	x	3	-8	x	-9	4	-3
COc1ccc(C2CC(c3ccc(F)cc3)Nc3nc(N)nn32)cc1 (configuration not stated)	99	x	103	9	x	84	x	x	x
CCc1nnc(NC(=O)CN2CCN(c3nc(-c4ccccc4)cs3)CC2)s1	102	4	102	42*	-7	99	13	5	-1
CC(=O)Nc1ccc2nc(C)n(Cc3ccc(Cl)cc3)c(=O)c2c1	84	-5	94	x	-2	97	-41	-15	15

(further entries)
SMILES	HUVEC inhibit	LYP act	Fibroblast inh	PostGolgi ctrl	S1P2 agonist	H69AR growth 86K	S1P2 blocker	sEH inhibitor	sEH activator
O=C(NCc1ccco1)c1ccc2c(c1)C(=O)N(Cc1ccccc1)C2=O	93	-5	99	44*	-3	93	-12	-1	0
O=C(O)CCSc1nc2ccc(Br)cc2[nH]1	85	-3	94	3	-5	90	16	-11	9
COc1ccc2[nH]c(=O)c(CN(CCN(C)C)C(=O)NCc3ccccc3)cc2c1	81	8	94	-3	-4	88	0	12	-12
O=C1C2CC=CCC2C(=O)N1c1ccc(OCC(O)Cn2nnc3ccccc32)cc1 (configuration not stated)	95	5	102	4	-1	89	8	16	-14
CCN(c1ccccc1)S(=O)(=O)c1ccc(OC)c(OC)c1	119	1	91	6	-2	105	-33	3	-1
Cc1nn(-c2cc(N3CCNCC3)ccc2[N+](=O)[O-])c(=O)c2ccccc12	86	-4	102	-12	-7	97	5	3	0
Cc1nc(/N=C(\N)NC(=O)c2ccccc2)nc2ccccc12	x	-4	x	12	2	x	15	-5	5
O=C(CCNS(=O)(=O)c1cccc2nsnc12)NCCC1=CCCCC1	85	x	97	7	x	83	x	x	x
CCOc1cccc(-c2nnc(SCC(=O)Nc3cc(C)ccc3OC)n2N)c1	90	-8	98	1	-8	102	1	16	-15
COc1ccc(C(=O)c2ccc(Cl)cc2Cl)cc1	101	-4	94	3	-2	62	-7	9	-9
COc1ccc(/C=C2/SC(=O)N(NS(=O)(=O)c3ccccc3)C2=S)cc1OC	81	-9	99	19	-2	88	4	8	-6
CCOC(=O)c1cnc(SC2CC(=O)N(c3ccccc3)C2=O)nc1N (configuration not stated)	93	-3	94	4	-2	89	3	1	-2
O=C(CCC1CCCC1)NCCCN1CCOCC1	102	1	109	4	-7	107	11	10	-11
CN(C(=O)COC(=O)C1CCN(S(=O)(=O)c2cccs2)CC1)C1CCS(=O)(=O)C1 (configuration not stated)	100	-10	96	0	-2	99	-5	2	-7
Cc1noc(C)c1Cc1c(Cl)cccc1Cl	x	1	x	7	-7	x	5	12	-13
CN(C)c1ccc(/C=C2\SC(=S)N(Nc3ncc(C(F)(F)F)cc3Cl)C2=O)cc1	94	1	102	12	-5	88	6	x	x
O=C(O)CN1C(=O)NC2NC(=O)NC21 (configuration not stated)	x	-9	x	-9	-5	x	-3	-6	4
COC(=O)CN(c1ccc2c(c1)OCO2)S(C)(=O)=O	x	1	x	7	-2	x	18	-10	9
CCCCNC(=O)c1cn(-c2ccc(OCC)cc2)c(=O)c2cc(OC)c(OC)cc12	95	0	99	11	0	85	5	1	2
Cc1sc2ncn(-n3c(C)ccc3C)c(=O)c2c1C	98	16	92	4	-3	104	10	-10	10
CCc1nnc(SCCSc2nnc(CC)n2N)n1N	95	3	108	3	-5	91	0	0	4
Cc1ccc(S(=O)(=O)/C(C#N)=C/c2c[nH]c3ccccc23)cc1	x	-5	x	68*	-1	x	-13	6	-6
O=C1NC(=O)C2(CCc3ccccc32)N1 (configuration not stated)	100	3	95	5	0	94	-7	x	x
CCOC(=O)c1cc2c(C(F)(F)F)cc(-c3ccccc3)nc2o1	102	-9	112	7	-6	87	7	x	x
CS(=O)(=O)N(CCc1ccccc1)CC(=O)NCc1ccc2c(c1)OCO2	98	1	99	2	0	x	-7	-11	5

Gathered by group, those above containing a cyano group.
SMILES	HUVEC inhibit	LYP act	Fibroblast inh	PostGolgi ctrl	S1P2 agonist	H69AR growth 86K	S1P2 blocker	sEH inhibitor	sEH activator
Cc1nc(SCC(=O)c2cc3ccccc3oc2=O)c(C#N)c(C)c1C(=O)Nc1ccccc1	x	-21	x	1	-4	x	4	-3	0
Cc1ccc(S(=O)(=O)/C(C#N)=C/c2c[nH]c3ccccc23)cc1	x	-5	x	68*	-1	x	-13	6	-6

The main list resumes, starting 6 compounds before the break.
SMILES	HUVEC inhibit	LYP act	Fibroblast inh	PostGolgi ctrl	S1P2 agonist	H69AR growth 86K	S1P2 blocker	sEH inhibitor	sEH activator
Cc1sc2ncn(-n3c(C)ccc3C)c(=O)c2c1C	98	16	92	4	-3	104	10	-10	10
CCc1nnc(SCCSc2nnc(CC)n2N)n1N	95	3	108	3	-5	91	0	0	4
Cc1ccc(S(=O)(=O)/C(C#N)=C/c2c[nH]c3ccccc23)cc1	x	-5	x	68*	-1	x	-13	6	-6
O=C1NC(=O)C2(CCc3ccccc32)N1 (configuration not stated)	100	3	95	5	0	94	-7	x	x
CCOC(=O)c1cc2c(C(F)(F)F)cc(-c3ccccc3)nc2o1	102	-9	112	7	-6	87	7	x	x
CS(=O)(=O)N(CCc1ccccc1)CC(=O)NCc1ccc2c(c1)OCO2	98	1	99	2	0	x	-7	-11	5
O=C(CSc1nnc(-c2cccs2)n1-c1ccccc1)N1CCOCC1	90	-9	97	2	-1	105	-9	3	1
COc1ccc(NC(=O)c2cc(F)cc(F)c2)cc1Cl	x	-4	x	1	-4	x	8	44	-42
OC1(c2cccc(F)c2)CCN(Cc2ccncc2)CC1	89	8	96	3	-5	92	-11	-20	22
CC(C)Cn1c(-c2ccc(C#N)cc2)nc2c1c(=O)[nH]c(=O)n2CC(C)C	104	-1	103	6	-5	46	-17	5	-5
O=C(Nc1ccon1)c1cccc(C(F)(F)F)c1	99	x	99	14	x	103	x	x	x
Cc1nn(C)c(C)c1CN(C)C(=O)c1cc2nc(-c3ccco3)cc(C(F)(F)F)n2n1	96	2	96	6	-3	86	-34	-8	7
COc1ccc(-c2cc(N)n(S(=O)(=O)c3c(F)c(F)c(F)c(F)c3F)n2)cc1OC	2.2*	-14	2.6*	68*	6	1.4*	15	1	-4
Cc1cc(Cl)c(S(=O)(=O)Nc2ccc3c(c2)OCCO3)cc1OCC(N)=O	89	34	100	8	-3	94	-12	-6	4
CCOc1ccc(S(=O)(=O)Nc2ccc(S(=O)(=O)N3CCOCC3)cc2)cc1	103	1	91	4	-2	86	20	-2	0
O=C(COc1ccccc1)Nc1ccccc1N1CCN(c2ccccc2)CC1	x	7	x	1	-6	x	6	-2	5
COc1ccc(-c2oc3ncn(CCN4CCOCC4)c(=N)c3c2-c2ccc(OC)cc2)cc1	65	-3	85	9	1	16*	-13	-19	17
C=CCOC(=O)c1[nH]c2c(c1C)C(=O)CC(c1ccco1)C2 (configuration not stated)	46	x	55	8	x	30*	x	x	x
O=C(CN1C2CCCC1CC(NC(=O)c1ccco1)C2)Nc1ccccc1C(F)(F)F (configuration not stated)	x	-11	x	14	-3	x	8	55	-55
CCCC(=O)Nc1ccc(S(=O)(=O)N2CCCC2)cc1	93	4	91	0	0	97	-11	7	-6
O=S(=O)(c1ccc(F)cc1)n1ccc2cccnc21	x	-8	x	4	-4	x	13	-7	10
CC(=O)NCCc1ccc(S(=O)(=O)Nc2cccnc2)cc1	100	2	104	33*	-5	103	-2	7	-4
CCOC(=O)C(C)n1cnc2c1c(=O)[nH]c(=O)n2C (configuration not stated)	102	2	97	x	-2	91	7	6	-2
CCOC(=O)c1ccc2c(c1)nc(COc1ccc3ccccc3c1)n2CC	78	1	99	22	-3	24*	-12	5	-4
COc1cc(C)c(Cl)cc1S(=O)(=O)NCCCN1CCOCC1	101	6	102	5	-3	59	-8	-6	8
COc1ccc(C(=O)CSc2nnc(-c3cccs3)n2-c2ccccc2)cc1	77	-9	106	11	-3	46	-8	6	-6
COC(=O)c1ccccc1NC(=O)CSc1nc2ccccc2c(=O)[nH]1	87	-5	102	29	10	76	-35	6	-4
CCc1ccccc1NC1=NCC(=O)N1C1CCCCC1	93	x	95	9	x	99	x	x	x
CSCCC1NC(=O)N(CC(=O)Nc2ccc(N3CCCCC3)cc2)C1=O (configuration not stated)	90	6	89	0	-4	94	5	-7	6
Cc1nc2cc(NC(=O)CSc3nc4c(C)cccc4cc3C#N)ccc2s1	x	5	x	4	-3	x	10	13	-12
CCOC(=O)NC(NC(=S)Nc1ccccc1[N+](=O)[O-])C(Cl)(Cl)Cl (configuration not stated)	89	11	94	-3	-4	102	10	4	-6
COc1ccc2c(c1)c(=O)oc1cc3oc(C)c(C)c3cc12	95	1	93	3	-2	82	9	-8	6
CC1=C(C(=O)NC2CCCC(C)C2C)C2(CCCCC2)OC1=O (configuration not stated)	93	-9	94	1	-3	91	4	2	-2
Cc1ccc(-c2noc(C3CCCN(C(=O)c4ccccc4)C3)n2)o1 (configuration not stated)	103	9	107	1	-2	98	-9	7	-6
CCC1=NC(c2ccccc2)N(O)C1(C)C (configuration not stated)	90	2	113	3	1	88	-19	-12	6

High-throughput results as filed in PubChem BioAssay.
